Screening data as filed in PubChem BioAssay.
TrxR1 substrate – substrates of rat thioredoxin reductase 1. O89049. purified TrxR1 substrate turnover, NADPH consumption readout. Potency, µM (titrated, usually from 114 µM), without a hit: at the highest dose activity change, negative = substrate turnover. 0.01% of 390,000 active. AID 588456; further: potency means the concentration at half of the fitted maximal effect; on the % scale 0 is the no-effect control and ±100 the full control effect; nearly all actives have a fitted effect of over 50% in size
Target sequence (O89049 whole entry, looked up): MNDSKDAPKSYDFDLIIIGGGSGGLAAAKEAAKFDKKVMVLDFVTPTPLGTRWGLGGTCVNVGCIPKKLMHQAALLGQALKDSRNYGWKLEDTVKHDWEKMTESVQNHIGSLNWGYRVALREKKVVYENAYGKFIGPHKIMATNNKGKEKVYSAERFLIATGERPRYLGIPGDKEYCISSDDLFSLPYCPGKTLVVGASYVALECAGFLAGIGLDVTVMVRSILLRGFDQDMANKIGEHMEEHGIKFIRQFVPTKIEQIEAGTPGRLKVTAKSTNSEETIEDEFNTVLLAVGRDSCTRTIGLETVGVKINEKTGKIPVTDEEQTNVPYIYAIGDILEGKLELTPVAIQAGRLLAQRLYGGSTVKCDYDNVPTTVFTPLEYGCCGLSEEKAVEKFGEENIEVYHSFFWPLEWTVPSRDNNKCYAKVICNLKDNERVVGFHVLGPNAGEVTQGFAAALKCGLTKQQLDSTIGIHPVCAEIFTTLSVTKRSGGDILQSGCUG
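Rat TrxR1, dispensed at 90 nM, was prereduced with 400 uM NADPH (final) for 5 min at ~22 deg C, then incubated with compound 15 min before 400 uM selenite. A first-read NADPH fluorescence drop versus no-compound background flagged substrates.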
D2 antag – D2 dopamine receptor (human) antagonism; 2% of 340,000 active; HEK293 TREx D2 cells, calcium flux, dopamine EC80; P14416; inhibition, % at 10 µM; in the data active means inhibition above about 30%; further: 0% is about no effect
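Read-out: kinetic calcium fluorescence (1 cycle/s) in inducible HEK293 T-REx D2 cells after an EC80 dopamine addition that followed 180 s compound preincubation. Loss of the dopamine response indicates antagonism.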
TRHR enhancer – TRH receptor (human) allosteric enhancement | P34981 | 0.66% of 360,000 active | AID 493056 | TRHR cells, fluo-8 calcium fluorescence, EC20 TRH enhancement | enhancement, % at 2 µM; in the data active means enhancement above about 30%; further: 0% is about no effect
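TRHR-expressing cells loaded with fluo-8 calcium dye were read kinetically (ex 480/em 530) during compound addition, then stimulated with an EC20 of TRH (10 nM final). Enhancement of the Gq-mediated intracellular calcium response was scored.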
TRHR ag – agonists of human TRH receptor; 0.18% of 360,000 active; AID 493084; P34981; TRHR cells, calcium flux fluo-8, FDSS agonist mode; activation, % at 2 µM; in the data active means activation above about 30%; further: 0% is about no effect
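TRHR-expressing cells loaded with fluo-8 calcium dye; 23 nL library compound pin-transferred, kinetic FDSS fluorescence (Ex 480/Em 530) recorded about 180 s for agonist-induced calcium release, before a 10 nM TRH EC20 addition for potentiator mode.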
mIDH1 inhibitor – inhibitors of human mutant IDH1 R132H. 0.093% of 390,000 active. IDH1-R132H enzyme, NADPH consumption, diaphorase/resazurin fluorescence. O75874. Potency, µM (titrated, usually from 76.6 µM), for the others: at the top dose activity change, negative = inhibition, most hits filed as inhibitors; further: potency means the concentration at half of the fitted maximal effect; on the % scale 0 is the no-effect control and ±100 the full control effect; nearly all actives have a fitted effect of over 65% in size
Target sequence (O75874 whole entry R132H, stated change not applied): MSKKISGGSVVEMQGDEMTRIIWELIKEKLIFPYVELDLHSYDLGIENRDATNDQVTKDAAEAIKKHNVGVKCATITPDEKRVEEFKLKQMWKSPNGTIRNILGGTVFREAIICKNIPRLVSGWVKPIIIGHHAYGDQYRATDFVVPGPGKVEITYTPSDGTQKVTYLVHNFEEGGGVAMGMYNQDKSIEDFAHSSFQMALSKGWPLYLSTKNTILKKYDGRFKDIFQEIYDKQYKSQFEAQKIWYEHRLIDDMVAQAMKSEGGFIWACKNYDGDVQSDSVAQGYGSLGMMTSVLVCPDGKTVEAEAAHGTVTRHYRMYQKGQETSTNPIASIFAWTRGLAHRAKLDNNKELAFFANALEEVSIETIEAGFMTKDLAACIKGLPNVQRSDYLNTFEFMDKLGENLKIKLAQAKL
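IDH1-R132H (0.5 ug/mL) preincubated 30 min with compound, then NADPH (0.016 mM) and alpha-KG (2 mM) added; 80 min at RT, pH 7.5. Remaining NADPH coupled via diaphorase/resazurin to fluorescence (540/590 nm); concentration-response curves normalized to no-enzyme control.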
D2 ag – activates the human D2 dopamine receptor | HEK293 T-REx D2 cells, calcium flux agonist mode | activation, % at 2 µM | 0.53% of 340,000 active;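 active means activation over 3 SD above normal in the single-dose calcium agonist read, cut at about 30% in these data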; further: 0% is about no effect
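In this primary screen, compounds producing a positive calcium signal within 180 s of addition to tetracycline-induced, force-coupled HEK293 Trex D2 cells are flagged; cells are dye-loaded with a no-wash calcium kit beforehand.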
USP1 inh – blocks the human USP1/UAF1 deubiquitinase complex; recombinant USP1/UAF1, Ub-Rhodamine cleavage fluorescence; Potency, µM (titrated, usually from 57.1 µM), without a hit: at the top dose activity change, negative = inhibition, most hits filed as inhibitors; 0.23% of 390,000 active; AID 743255; further: potency means the concentration at half of the fitted maximal effect; on the % scale 0 is the no-effect control and ±100 the full control effect; nearly all actives have a fitted effect of over 60% in size; inactives centre near -12
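1 nM enzyme complex + cpd, 15 min RT; start with Ub-Rho 150nM final; kinetic fluorescence ex 480/em 540, 6 reads q60 s. Buffer 50mM HEPES pH 7.8, 0.5mM EDTA, 0.1 mg/ml BSA, 1mM TCEP, 0.01% Tween-20.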
TrxR1 inh – blocks rat thioredoxin reductase 1. AID 588453. recombinant rTrxR1, NADPH fluorescence consumption, selenite substrate. 1% of 390,000 active. O89049. Potency, µM (top dose mostly 114 µM), without a hit: top-dose activity change, negative = inhibition, actives largely listed as inhibitors; further: potency means the concentration at half of the fitted maximal effect; on the % scale 0 is the no-effect control and ±100 the full control effect; nearly all actives have a fitted effect of over 65% in size
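Rat TrxR1 (90 nM in the dispensed reagent) was pre-reduced with 400 uM NADPH for 5 min at room temperature, then incubated with compound for 15 min. After 400 uM selenite was added, NADPH fluorescence (Ex 340/Em 450 nm) was followed for 8 min.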
PI4K2A block – inhibitors of human PI4K2A. Q9BTU6. purified PI4K2A, ADP-Glo luminescence, 1 h; active compounds read low. activity change, negative = inhibition, % at 76.9 µM. 0.13% of 420,000 active. AID 1346378; in the data active means activity change below about -50%; inconclusive means mostly about -30% to -49%;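 further: -100% = wells without enzyme as full effect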
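ADP-Glo luminescence measured ADP generated by PI4K2A enzyme (4 ug/mL before mixing) with 1.2 mM PI substrate (pre-mix) and 300 microM ATP (pre-mix). Tris pH7.5 buffer with MgCl2, Triton X-100; 1 h reaction at ambient temperature.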
Starred values were filed as active, the others as inactive; ? = inconclusive; nt = not tested or not shown; & = joins results of further samples; [ ] = remark or other dose. Unless noted, the call rests on the fitted dose curve; in most records, active means well fitted inhibition curve with a large enough effect; inconclusive means small, poorly fitted or top-dose-only effect; inactive means no such curve, though single readings can be large or run the other way.

SMILES	TrxR1 substrate	D2 antag	TRHR enhancer	TRHR ag	mIDH1 inhibitor	D2 ag	USP1 inh	TrxR1 inh	PI4K2A block
COc1cc2c(cc1OC)C(c1cccc([N+](=O)[O-])c1)N(C(=O)CCC(=O)O)CC2 (stereo not given)	-2%	9	4	0.6	5%	0.5	0%	15%	-1
CC(C)(C)OC(=O)N1CCN(C(=O)c2[nH]cnc2C(=O)Nc2nccs2)CC1	0%	-8	3	0.0	-3%	-1.0	-2%	11%	-1
Nc1ccc(Sc2cc(Cl)nc(N)n2)cc1	nt	-10	3	0.2	nt	0.4	nt	nt	nt
Cc1cccc2sc(N(Cc3cccnc3)C(=O)C3CCCCC3)nc12	-4%[57.1 µM]	nt	-2	-0.1	7%	-2.2	-13%	9%[57.1 µM]	3
CC(=O)Nc1cc2c3c(c1)CCN3C(=O)CC2	-11%	5	-4	0.4	-11%	0.3	4%	-14%	-1
CC(=O)Nc1cccc(C(=O)OCC(=O)N2CCC(c3ccccc3)=N2)c1	4%[57.1 µM]	-20	-6	0.2	-7%	-0.5	-6%	12%[57.1 µM]	0
CC(C)CN1CCC(=O)N(CCOc2ccccc2)CC1	-4%&3%	-5	-7	-0.1	-3%	13	21%	4%[57.1 µM]	-2
COCCCn1c(SCc2nnc(-c3ccc(OC)c(OC)c3)o2)nnc1-c1ccncc1	1%	-41	8	0.3	-1%	-0.8	-8%	10%	-18
COc1ccccc1NC(=O)c1csc2c1CCCC2	3%[57.1 µM]	-4	0	0.0	9%	0.3	-15%	-1%[57.1 µM]	-1
COCCN1Cc2cccc(C(=O)NCC3CCN(CC(C)C)C3)c2C1=O (stereo not given)	1%	-12	4	-0.1	8%	0.6	-22%	-1%	0
COc1ccccc1OCC(=O)N/N=C1/C=C(C)CC1	6%[57.1 µM]	4	-4	0.1	-1%	-0.3	-20%	5%[57.1 µM]	0
COc1cccc(-n2cc(C(=O)NC(C)C)c3ccccc3c2=O)c1	11%[57.1 µM]	nt	7	-0.3	1%	nt	-7%	4%[57.1 µM]	3
COCCNC(=O)C1Cc2cc(S(=O)(=O)N3CCCC3)ccc2N1C(C)=O (stereo not given)	7%	20	-7	0.2	6%	-0.3	-17%	26%	-13
Cc1ccc(SCC(=O)Nc2cc([N+](=O)[O-])ccc2O)cc1	-4%[57.1 µM]	-1	-5	3.3	-2%	7.0	?	18%[57.1 µM]	-1
CN(C)S(=O)(=O)c1ccc(N2CCCC2)c(C(=O)Nc2nc(-c3cc(F)ccc3F)cs2)c1	-4%	-5	-2	0.9	-1%	1.1	-12%	-2%	-3
Cc1ccccc1-c1nnc(-c2cccs2)o1	23%	0	-3	-0.3	-4%	0.0	-13%	15%	1
Cc1ccc(C(=O)N/N=C\c2c(C)nn(-c3ccccc3)c2Cl)cn1	-14%	-4	0	0.1	-5%	-2.0	-2%	-14%	-8
CC(=O)N1c2ccc(S(=O)(=O)Nc3ccc(Cl)cc3C)cc2CC1C (stereo not given)	-2%[57.1 µM]	nt	-5	1.0	-10%	-0.4	0%	5%[57.1 µM]	2
Cc1cc(C)n(-c2ccc(C(=O)Nc3cccc(S(=O)(=O)N4CCCC4)c3)cc2)n1	-4%	-8	2	-0.8	-8%	2.2	-12%	6%	-1
CCOc1ccc(Nc2c(S(=O)(=O)c3ccc(C)cc3)cnc3ccc(OC)cc23)cc1	2%	nt	-13	0.2	-2%	0.0	-9%	20%	-2
COc1ccc(NC(=O)Cc2noc3ccc(C)cc23)cc1Cl	5%[11.4 µM]	nt	7	-0.2	11%	0.7	-26%	22%	-1
Cc1cccc(CN2CCN(c3ncccn3)CC2)c1	1%[57.1 µM]	83*	-1	0.3	-4%	87*	-2%	1%[57.1 µM]	-3
COC(=O)c1ccc(NC(=O)c2c(NCc3cccc(F)c3)sc3c2CCCC3)cc1	-5%[57.1 µM]	nt	0	0.3	36%[activator]	0.1	-11%	-6%[57.1 µM]	-9
COC(=O)c1cc2c(ccn2-c2ccc(F)cc2)n1Cc1ccc(C#N)cc1	-4%[57.1 µM]	-5	6	1.4	6%	6.0	-14%	8%[57.1 µM]	4
CCS(=O)(=O)N1CC(=O)N(c2ccc(Cl)cc2)C(C)(C(=O)NC2CCCCC2)C1 (stereo not given)	-5%	nt	-4	0.0	-9%	-0.9	-5%	8%	-2
SMILES	TrxR1 substrate	D2 antag	TRHR enhancer	TRHR ag	mIDH1 inhibitor	D2 ag	USP1 inh	TrxR1 inh	PI4K2A block
C[C@@H](C(=O)Nc1cccnc1)n1c(=O)[nH]c2ccccc2c1=O	2%	10	-7	0.2	-1%	0.8	-8%	19%	5
Cc1cc(C)c(OCC(=O)NCC2COc3ccccc3O2)c(C)c1 (stereo not given)	-1%	6	-2	-0.5	4%	-1.0	-10%	8%	4
COC(=O)c1cc(NC(=O)COC(=O)CN2C(=O)C3CC=CCC3C2=O)cc(C(=O)OC)c1 (stereo not given)	-11%	3	0	-0.2	-4%	0.0	-2%	-4%	4
CC1CCCC(C)N1C(=O)/C=C/c1ccc(S(=O)(=O)N2CCOCC2)cc1 (stereo not given)	-6%[57.1 µM]	-14	-1	1.5	-4%	-0.5	-12%	9%	2
O=C(COc1ccc(F)cc1Cl)Nc1ccccc1C(=O)N1CCCCC1	-4%	4	6	-0.8	0%	-0.6	-4%	3%	-1
Cc1cccn2c(=O)c3cc(C(=O)NCC4CCCO4)c(=N)n(CCN4CCOCC4)c3nc12 (stereo not given)	92%[activator]	-6	5	1.2	1%	0.7	-21%	20%[57.1 µM]	0
Cc1cc(C)n2ncc(C(=O)NCc3ccc(Cl)cc3)c2n1	36%[activator]	-14	1	-0.6	-13%	0.2	-1%	3%[57.1 µM]	9
Cc1cc(SCC(=O)N2CCC(c3noc4ccc(F)cc34)CC2)nc2ccccc12	1%	-7	-10	0.7	8%	1.8	-22%	0%	1
O=C(N/N=C1\CCS(=O)(=O)c2ccc(F)cc21)c1ccc(O)cc1	-10%	1	13	-0.7	-11%	-0.3	-20%	-4%	-2
C/C(=N/OCO/N=C(\C)c1ccccc1F)c1ccccc1F	-1%	-17	-5	0.0	6%	0.7	-21%	4%	7
COc1ccccc1-c1cc(C(F)(F)F)nc(S(=O)(=O)CCCC(=O)Nc2ccc(F)cc2F)n1	49%[activator]	nt	0	0.2	-7%	-1.2	-28%	?	20
CC(=O)OC(C(=O)NC1CCCCC1)c1cccc(C)c1 (stereo not given)	10%[57.1 µM]	-10	2	-0.9	3%	2.8	-10%	9%[57.1 µM]	4
Nc1nonc1-c1noc(CCCOc2ccc(Cl)cc2Cl)n1	7%	2	9	-1.0	3%	0.5	-18%	14%	1
COc1ccc(CCNC(=O)CSCc2ccc(C)cc2)cc1OC	0%	nt	nt	nt	3%	nt	-18%	8%	1
Cc1cccc(NS(=O)(=O)c2ccc3c(c2)C(C)(C)C(=O)N3C)c1	6%[57.1 µM]	nt	-7	0.2	30%	-0.3	-2%	4%[57.1 µM]	0
Cc1[nH]n(-c2ccccc2)c(=O)c1C(c1ccc(O)c([N+](=O)[O-])c1)c1c(C)[nH]n(-c2ccccc2)c1=O	-10%	nt	nt	nt	-2%	nt	-17%	-38%[57.1 µM]	-25
O=C(COC(=O)c1cc(S(=O)(=O)N2CCOCC2)ccc1F)Nc1ccc(Cl)cn1	5%	6	8	1.0	0%	0.5	-23%	20%	-6
Cc1nc(N2CCN(Cc3ccc4c(c3)OCO4)CC2)c2oc3ccccc3c2n1	26%	nt	nt	nt	10%	nt	-8%	61%[activator]	-2
OC(CN1CCN(C(c2ccccc2)c2ccccc2)CC1)c1ccccc1 (stereo not given)	3%	-11	-6	-0.3	2%	-0.1	-19%	11%	-8
COc1cc(N)c(C(=O)c2nccc3cc(OC)c(OC)cc23)cc1OC	-8%[57.1 µM]	-4	-5	0.1	11%	0.8	-9%	-5%[57.1 µM]	0
C/C(=N\NS(=O)(=O)c1ccc(Br)cc1)c1ccncc1	-1%	-6	2	-1.3	0%	0.0	-13%	20%	0

Some of the entries so far, with two lines to a compound:
Fields: TrxR1 substrate | D2 antag | TRHR enhancer | TRHR ag | mIDH1 inhibitor | D2 ag | USP1 inh | TrxR1 inh | PI4K2A block
> C[C@@H](C(=O)Nc1cccnc1)n1c(=O)[nH]c2ccccc2c1=O
→ 2% | 10 | -7 | 0.2 | -1% | 0.8 | -8% | 19% | 5
> Cc1cc(C)c(OCC(=O)NCC2COc3ccccc3O2)c(C)c1 (stereo not given)
→ -1% | 6 | -2 | -0.5 | 4% | -1.0 | -10% | 8% | 4
> COC(=O)c1cc(NC(=O)COC(=O)CN2C(=O)C3CC=CCC3C2=O)cc(C(=O)OC)c1 (stereo not given)
→ -11% | 3 | 0 | -0.2 | -4% | 0.0 | -2% | -4% | 4
> CC1CCCC(C)N1C(=O)/C=C/c1ccc(S(=O)(=O)N2CCOCC2)cc1 (stereo not given)
→ -6%[57.1 µM] | -14 | -1 | 1.5 | -4% | -0.5 | -12% | 9% | 2
> O=C(COc1ccc(F)cc1Cl)Nc1ccccc1C(=O)N1CCCCC1
→ -4% | 4 | 6 | -0.8 | 0% | -0.6 | -4% | 3% | -1
> Cc1cccn2c(=O)c3cc(C(=O)NCC4CCCO4)c(=N)n(CCN4CCOCC4)c3nc12 (stereo not given)
→ 92%[activator] | -6 | 5 | 1.2 | 1% | 0.7 | -21% | 20%[57.1 µM] | 0
> Cc1cc(C)n2ncc(C(=O)NCc3ccc(Cl)cc3)c2n1
→ 36%[activator] | -14 | 1 | -0.6 | -13% | 0.2 | -1% | 3%[57.1 µM] | 9
> Cc1cc(SCC(=O)N2CCC(c3noc4ccc(F)cc34)CC2)nc2ccccc12
→ 1% | -7 | -10 | 0.7 | 8% | 1.8 | -22% | 0% | 1
> O=C(N/N=C1\CCS(=O)(=O)c2ccc(F)cc21)c1ccc(O)cc1
→ -10% | 1 | 13 | -0.7 | -11% | -0.3 | -20% | -4% | -2
